Rad51 HR inh: Rad51 (human) homologous recombination inhibition. Q06609. hRad51 DNA strand exchange, fluorescence dequenching. inhibition, % at 10 µM. actives 0.085% (n = 200,000). AID 1385;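 active = inhibition above 40% at the single screening dose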;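 note: 0% = DMSO control wells and 100% = blanks with heterologous ssDNA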
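Test system: preformed human Rad51 ssDNA filaments. Compound dosing: single dose, 10 µM final compound. Incubation: filaments 15 min 37 °C, then compound 30 min. Technique: FRET fluorescence dequenching, excitation 485 nm, emission 520 nm. Read-out basis: percent inhibition from fluorescence, normalised to plate control and blank means. Benchmarks: plate controls and plate blanks.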
Wee1 stabilizer: blocks degradation of human Wee1 kinase | actives 1.2% (n = 220,000) | HeLa Luc-Wee1K328M stability, luciferase luminescence; 100% = proteasome inhibitor MG132 effect | reporter increase, % at 5 µM;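 active = activation above the mean of all tested compounds plus 3 SD, set per screening run, cut at about 8.8% in these data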;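 note: cells exposed to compound for 20 h before luminescence read; 0% = DMSO alone and 100% = MG132 at 30 µM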
FXIa inh 1536: factor XIa (human) inhibition; actives 0.14% (n = 220,000); P03951; purified FXIa, Boc-Glu-Ala-Arg-AMC fluorogenic substrate; inhibition, % at 5 µM;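 active = inhibition of at least 40%; inactive = inhibition below 40%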;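 note: fluorescence of freed AMC excited at 355 nm; 0% = enzyme without compound and 100% = no enzyme blank; many of its hits are not listed in these tables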
Target sequence (P03951 19-387 limits assumed): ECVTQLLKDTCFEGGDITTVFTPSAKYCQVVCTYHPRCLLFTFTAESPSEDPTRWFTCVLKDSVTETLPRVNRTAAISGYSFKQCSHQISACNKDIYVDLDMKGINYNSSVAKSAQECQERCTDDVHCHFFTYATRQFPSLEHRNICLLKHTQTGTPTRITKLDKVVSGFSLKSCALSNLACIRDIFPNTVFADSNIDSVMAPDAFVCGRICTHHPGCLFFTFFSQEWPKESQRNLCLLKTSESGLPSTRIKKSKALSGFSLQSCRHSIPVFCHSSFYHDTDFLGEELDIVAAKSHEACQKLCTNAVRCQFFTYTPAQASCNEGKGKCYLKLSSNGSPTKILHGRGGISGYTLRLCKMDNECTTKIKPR
Target sequence (P03951 388-625 limits assumed): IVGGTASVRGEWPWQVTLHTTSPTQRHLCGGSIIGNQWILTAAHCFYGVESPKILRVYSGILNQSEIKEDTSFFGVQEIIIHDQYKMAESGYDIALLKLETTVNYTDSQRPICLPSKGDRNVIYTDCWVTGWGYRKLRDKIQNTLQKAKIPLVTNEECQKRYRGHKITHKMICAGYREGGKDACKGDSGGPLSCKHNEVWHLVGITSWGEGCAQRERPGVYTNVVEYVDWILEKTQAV
14-3-3 Bad inh: disrupts binding of bovine 14-3-3 zeta to phospho-Bad peptide; P63103; TR-FRET 14-3-3zeta/Dy647-pBad peptide displacement, 1 h; inhibition, % at 21.7 µM; actives 0.71% (n = 220,000);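 active = inhibition above about 70%, limit read from the data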;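 note: 0% = full 14-3-3 plus peptide FRET controls and 100% = background without 14-3-3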
p97 ATPase inh: blocks human p97 ATPase activity | recombinant p97 ATPase, Kinase-Glo ATP luminescence, 3 h | P55072 | AID 1481 | actives 0.42% (n = 220,000) | inhibition, % at 8 µM; in the data active = inhibition above about 15%;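 note: 0% = DMSO vehicle and 100% = wells lacking enzyme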
eIF4E 4G PPI: eIF4E/eIF4G interaction inhibition in translation initiation | P63073+Q04637 | actives 0.37% (n = 220,000) | inhibition, % at 21.7 µM | TR-FRET eIF4E-eIF4GI(517-606) binding, 2 h;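 active = inhibition above about 30%, limit read from the data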;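 note: 0% = full FRET control wells and 100% = background wells lacking eIF4GI fragment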
FXIIa inh: factor XIIa (human) inhibition; inhibition, % at 5 µM; purified FXIIa, Boc-QGR-AMC fluorogenic substrate, 2 h; actives 0.3% (n = 220,000); P00748; in the data active = inhibition above about 40%;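 note: 0% = enzyme with no compound and 100% = blank without enzyme; many of its hits are not listed in these tables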
KLK5 inh: kallikrein 5 (human) inhibition; actives 0.59% (n = 210,000); AID 873; inhibition, % at 5 µM; Q9Y337; recombinant hK5, fluorogenic AMC substrate cleavage;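 active = inhibition of 40% or more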;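 note: 0% = enzyme controls without compound and 100% = no-enzyme blanks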
Target sequence (Q9Y337 67-293 limits assumed): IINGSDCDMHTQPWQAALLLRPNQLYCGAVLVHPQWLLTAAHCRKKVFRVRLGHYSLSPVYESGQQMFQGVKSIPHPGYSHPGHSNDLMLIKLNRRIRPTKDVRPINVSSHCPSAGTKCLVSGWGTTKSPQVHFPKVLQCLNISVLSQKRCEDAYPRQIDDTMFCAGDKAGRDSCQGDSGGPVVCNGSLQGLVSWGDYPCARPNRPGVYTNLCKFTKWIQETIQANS
Mdm2 ligase inh: blocks human Mdm2 ubiquitin ligase activity | cell-based MDM2 ubiquitination luciferase reporter, 2 h; 0 = plate control, 100 = twice control, blank-subtracted | actives 0.11% (n = 210,000) | signal enhancement, % at 5 µM;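 active = signal enhancement of 30% or more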;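 note: luminescence tracks abundance of the self-degrading MDM2-luciferase fusion protein; higher signal means inhibition of MDM2 E3 ligase activity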
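Test system: stable mammalian line carrying autodegrading MDM2–luciferase fusion reporter; quantity: 2000 cells in each well; times: 4 h cell settling then 2 h compound exposure, 37 °C; detection: luminescence with SteadyLite reagent, 15 min at room temperature; evaluation: percent signal gain over controls, blank-subtracted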
* marks the source's active call; other numbers are inactive results; / = no result given; [ ] = remark or other dose.

SMILES	Rad51 HR inh	Wee1 stabilizer	FXIa inh 1536	14-3-3 Bad inh	p97 ATPase inh	eIF4E 4G PPI	FXIIa inh	KLK5 inh	Mdm2 ligase inh
Cc1noc(C)c1COc1ccc(CC(=O)NCc2ccccc2)cc1	4	9.3*	-9	-5	4	0	11	-5	-58
CCn1c(SCC(=O)NC(C)(C)C)nc(O)cc1=O	2	0	0	-13	0	-11[fluorescence artefact?]	11	-22	-12
CCOC(=O)C(NCCc1ccccc1F)(NC(C)=O)C(F)(F)F (stereo not drawn)	4	7	6	-5[fluorescence artefact?]	2	20	13	-14	9
CC1CCN(c2cc(N(C)CCO)c([N+](=O)[O-])c3nonc23)CC1	5	1	5	-12	5	-6	12	4	-15
O=c1c2c3c(sc2nc(NCCOCCO)n1Cc1ccco1)CCCCC3	-7	4	4	10	1	4	11	3	8
C=CCN(c1ccc(Cl)cc1)S(=O)(=O)c1cccc(C(=O)OCC(=O)N(C)C)c1	-11	-1	-2	-10	-2	0	7	3	8
C/C(=C\C=C\c1ccccc1)C(=O)c1c(C)cc(C)[nH]c1=O	12	0	1	5	-4	4	8	-11	-7
Cc1ccn2cc(-c3cccc([N+](=O)[O-])c3)nc2c1	-5	4	2	-5	-9	2	12	4	-46
Cc1c(C(=O)O)cc(C(C)(C)C)n1CCSCCO	7	1	1	-20	1	-4	8	-1	-5
Cc1ccc(NC(=S)NNC(=O)c2nn(C)cc2Cl)cc1	2	-4	1	-22[fluorescence artefact?]	-4	-5[fluorescence artefact?]	6	-260	3
Cc1cc(C)nc(NS(=O)(=O)c2ccc(NC(=O)Cc3ccccc3)cc2)n1	4	-3	-8	-4	2	1	/	-6	-5
Cc1ccc(F)cc1NC(=O)C1CC(=O)N(CCc2ccccc2)C1 (stereo not drawn)	-1	2	3	-2	-7	0	10	2	-21
CCn1c(SCC(=O)NCc2ccccc2)nnc1-c1cccnc1	15	1	0	-12	4	0	10	-2	-17
CCOc1cc2c(cc1OCC)C(c1ccc(OC)c(OC)c1)N(c1ccc(C(=O)O)cc1)C(=O)C2 (stereo not drawn)	-8	0	2	-2	-1	-1	7	6	-6
O=C(NCc1ccc(F)cc1)C(=O)NCC(c1ccco1)N1CCOCC1 (stereo not drawn)	17	-1	0	-4	0	-3	3	-6	-15
Cc1cc(N2CCN(C)CC2)nc2ccc(NC(=O)c3ccc4c(c3)OCO4)cc12	7	-2	5	-6	1	-5	10	-7	-4
COc1ccccc1-c1nnc(NC(=O)OCC(C)C)s1	/	0	0	-11	-3	-2	0	14	-16
Cc1nn(CC(=O)Nc2ccc(Cl)c(S(=O)(=O)N(C)C)c2)c(C)c1[N+](=O)[O-]	-6	0	-15	-2	-6	2	1	0	-17
COCCNC(=O)c1cnn2c(C(F)F)cc(-c3ccccc3)nc12	7	-3	-5	-6	3	-4	1	-3	-10
Cc1cc(C)c2cc(C(=O)N3CCC(Cc4ccccc4)CC3)[nH]c2c1	-4	1	-4	1	-8	-9	1	-3	-6
C=CCn1c(SCC(=O)c2cccs2)nc2sc(C)cc2c1=O	-1	-1	3	6	3	1	12	-2	0
COCCNC(=O)[C@@]1(Cc2ccccc2)C=C[C@@H](C)N1C(C)=O	-6	0	6	0[fluorescence artefact?]	9	4[fluorescence artefact?]	19	-4	/
S=C(NCC(c1ccco1)N1CCCC1)Nc1ccccc1 (stereo not drawn)	4	-1	-2	-15	3	-5	9	-4	-15
C/C(CC(=O)Nc1ccc(C)c(Cl)c1)=N\NC(=O)Cc1cnc(N)s1	3	-1	-5	-11	5	4	3	-1	7
Cc1ccc(NC(=O)COC(=O)CN2C(=O)C3CCCCC3C2=O)cc1S(=O)(=O)N1CCOCC1 (stereo not drawn)	4	-1	8	-13	6	14[fluorescence artefact?]	13	-11	-10
Cc1cc(S(=O)(=O)N2CCN=C2c2ccccc2)ccc1F	-6	0	-2	-6	-2	-8	-7	-7	-18
N#Cc1cc(-c2ccccc2)[nH]c1-c1nccc2ccccc12	14	-4	-2	-7	1	2	0	-6	-8
Cc1cnnc2c1-c1nonc1CC2	-9	3	-8	3	3	5	11	-6	-17
O=C(Cc1ccc(-c2ccccc2)cc1)NC(c1ccccc1)c1ccccc1	-9	-2	13	-2	4	-2	4	-11	-28
Cc1cc(C)c(S(=O)(=O)N(CC(=O)O)C2CCCCC2)c(C)c1	0	1	4	-4	2	2	-6	-10	-4
CC(C)CCC(O)(CCC(C)C)C(=O)NNc1ccccc1	/	-2	10	2	4	3	12	13	-7
CC(=O)c1ccc(NC(=O)N2C3CCC2CC(O)(c2cccnc2)C3)cc1 (stereo not drawn)	2	4	-2	8	6	-3	5	-16	-7
CCCn1cnc2c(=O)oc3ccccc3c21	13	0	6	2	1	4	16	-6	6
COc1ccccc1C(C[N+](=O)[O-])c1c(N)n(C)c(=O)n(C)c1=O (stereo not drawn)	15	-2	0	-10	5	1	3	-2	-7
CC(=O)c1csc(COc2ccccc2)n1	1	0	-22	-6	5	-4	2	11	-12
O=C(CSc1nnnn1-c1ccccc1)Nc1ncc(Cc2cc(Cl)ccc2Cl)s1	5	1	-6	7	-1	-15	4	-6	-13
COc1cccc(C(=O)Nc2cccc(OCC(=O)O)c2)c1	-3	-2	6	2	-5	2	17	-6	-34
CCC(=O)N1N=C2CC(C)(C)OCC2C1c1ccccc1 (stereo not drawn)	/	1	8	-8	-2	0	15	-6	0
O=C(NC1CCCCCC1)C1Cc2ccccc2CN1C(=O)c1ccco1 (stereo not drawn)	-4	21*	-4	-3	1	1	1	-4	-6
CN1CCN(c2nc(-c3ccccn3)nc3ccccc23)CC1	-1	-3	-8	-10	5	-4[fluorescence artefact?]	-7	0	-6
Cc1ccc(C(C(=O)NC2CCCCC2)N(Cc2ccco2)C(=O)Cn2cnc3ccccc32)cc1 (stereo not drawn)	-3	-2	2	-10	3	1	8	-10	14
O=[N+]([O-])c1cccc(-c2nnc(-c3ccc4c(c3)OCO4)o2)c1	1	2	-1	43	0	-4	7	-16	-15
Cc1cc(C)nc(N(C#N)CC(=O)Nc2ccccc2)n1	-4	-1	2	15[fluorescence artefact?]	5	-8[fluorescence artefact?]	7	1	-15
CC(=O)N1CCN(C(=S)NCc2ccccc2)CC1	22	6	-2	10	-8	1	10	9	9
COc1ccc(C2c3ccc4ccccc4c3Oc3ncn(CCN4CCOCC4)c(=N)c32)cc1OC (stereo not drawn)	9	-2	5	-5	-3	2	5	26	-15

Arranged by value in KLK5 inh (lowest first): three of the compounds above
SMILES | KLK5 inh
Cc1cc(C)nc(NS(=O)(=O)c2ccc(NC(=O)Cc3ccccc3)cc2)n1 | -6
COc1ccccc1C(C[N+](=O)[O-])c1c(N)n(C)c(=O)n(C)c1=O (stereo not drawn) | -2
COc1ccc(C2c3ccc4ccccc4c3Oc3ncn(CCN4CCOCC4)c(=N)c32)cc1OC (stereo not drawn) | 26

The list continues.
SMILES	Rad51 HR inh	Wee1 stabilizer	FXIa inh 1536	14-3-3 Bad inh	p97 ATPase inh	eIF4E 4G PPI	FXIIa inh	KLK5 inh	Mdm2 ligase inh
O=C(c1cccc(N2C(=O)C3CC=CCC3C2=O)c1)N1CCCc2ccccc21 (stereo not drawn)	0	0	2	-9	-3	-3	2	-1	-10
COC(=O)c1c(NS(=O)(=O)c2ccccc2)csc1C	12	-1	3	-5	-2	3	0	6	-10
COc1cccc(-n2cc(CN(C)Cc3nc(Cc4cccc(F)c4)no3)cn2)c1	-8	6	32	0	-11	3	29	31	-17
COc1cc2c(cc1OC)CN(S(=O)(=O)c1ccc3c(c1)OCCO3)CC2	-4	0	0	-2	4	2	15	6	-4
COc1cccc(-c2csc(N3CCN(CC(=O)Nc4ccc5c(c4)OCO5)CC3)n2)c1	/	6	-3	1	4	0	-4	-6	11
O=C(Cn1cnc2ccccc2c1=O)NCc1cccs1	-3	-2	-4	-4	0	2	6	-2	-12
Cc1cc(C)c(OC2(c3ccccc3)OC(=O)c3ccccc32)c(C)c1 (stereo not drawn)	2	-3	3	-17	1	-3[fluorescence artefact?]	8	-6	-3
CCN(CC)c1ccc(/C=C/c2nc3ccccc3s2)cc1	-22	-3	0	-8	6	5	6	-18	-10
COc1ccc(-n2c(SCC(N)=O)nnc2-c2ccccc2F)cc1	-5	0	-1	12	3	0	7	-20	-8
Cc1ccc(N(CC(O)CN2CCCC2)S(=O)(=O)c2ccc(C)cc2)cc1 (stereo not drawn)	/	0	-5	-2	2	1	17	-7	-3
COc1ccc(NC(=O)Nc2cccc(C)n2)cc1	-5	1	2	16	-2	-2[fluorescence artefact?]	20	-7	-3

Some of these compounds in order of heavy-atom count, rising.
SMILES	Rad51 HR inh	Wee1 stabilizer	FXIa inh 1536	14-3-3 Bad inh	p97 ATPase inh	eIF4E 4G PPI	FXIIa inh	KLK5 inh	Mdm2 ligase inh
COc1ccc(NC(=O)Nc2cccc(C)n2)cc1	-5	1	2	16	-2	-2[fluorescence artefact?]	20	-7	-3
COC(=O)c1c(NS(=O)(=O)c2ccccc2)csc1C	12	-1	3	-5	-2	3	0	6	-10
Cc1cc(C)nc(N(C#N)CC(=O)Nc2ccccc2)n1	-4	-1	2	15[fluorescence artefact?]	5	-8[fluorescence artefact?]	7	1	-15
CCN(CC)c1ccc(/C=C/c2nc3ccccc3s2)cc1	-22	-3	0	-8	6	5	6	-18	-10
O=[N+]([O-])c1cccc(-c2nnc(-c3ccc4c(c3)OCO4)o2)c1	1	2	-1	43	0	-4	7	-16	-15
COc1ccc(-n2c(SCC(N)=O)nnc2-c2ccccc2F)cc1	-5	0	-1	12	3	0	7	-20	-8
Cc1cc(C)c(OC2(c3ccccc3)OC(=O)c3ccccc32)c(C)c1 (stereo not drawn)	2	-3	3	-17	1	-3[fluorescence artefact?]	8	-6	-3
COc1cc2c(cc1OC)CN(S(=O)(=O)c1ccc3c(c1)OCCO3)CC2	-4	0	0	-2	4	2	15	6	-4
O=C(c1cccc(N2C(=O)C3CC=CCC3C2=O)c1)N1CCCc2ccccc21 (stereo not drawn)	0	0	2	-9	-3	-3	2	-1	-10
COc1cccc(-n2cc(CN(C)Cc3nc(Cc4cccc(F)c4)no3)cn2)c1	-8	6	32	0	-11	3	29	31	-17
COc1cccc(-c2csc(N3CCN(CC(=O)Nc4ccc5c(c4)OCO5)CC3)n2)c1	/	6	-3	1	4	0	-4	-6	11
COc1ccc(C2c3ccc4ccccc4c3Oc3ncn(CCN4CCOCC4)c(=N)c32)cc1OC (stereo not drawn)	9	-2	5	-5	-3	2	5	26	-15

Hits appear at their usual frequency. About 3.5% of those tested had a hit in this group.
